Source: PubChem
SRC3 inh – inhibitors of human steroid receptor coactivator 3 (SRC3); Q9Y6Q9; HEK293 GAL4-SRC3 luciferase reporter, luminescence; inhibition, % at 3.6 µM; hit rate 0.17% among 360,000; AID 588352;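 active = inhibition above a per-campaign cutoff, the mean of all compounds plus 3 SD, cut at about 60% in these data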;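 note: 0% = DMSO-treated cells and 100% = gossypol-treated cells at 36 µM; higher means less SRC3-driven luciferase light from the GAL4 reporter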
SRC2 inh – inhibits human steroid receptor coactivator 2; AID 651957; HEK293 GAL4-SRC2 luciferase reporter, luminescence; inhibition, % at 9 µM; hit rate 0.17% among 370,000;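 active = inhibition above the mean inhibition of all tested compounds plus 3 SD, set per campaign, cut at about 52% in these data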;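 note: 0% = DMSO treated cells and 100% = cells given Gossypol at 36 µM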
MC4R antag cAMP – human MC4R antagonism in cAMP assay | hit rate 0.48% among 360,000 | AID 540295 | inhibition, % at 6.5 µM | MC4R-expressing cells, MTII-stimulated cAMP, LANCE TR-FRET | P32245;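 active = inhibition above its plate's cutoff, the mean of tested wells on that plate plus 3 SD, cut at about 29% in these data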;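 note: 0% = Melanotan II alone and 100% = Melanotan II plus saturating MCL0020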
Target sequence (P32245 whole entry, looked up): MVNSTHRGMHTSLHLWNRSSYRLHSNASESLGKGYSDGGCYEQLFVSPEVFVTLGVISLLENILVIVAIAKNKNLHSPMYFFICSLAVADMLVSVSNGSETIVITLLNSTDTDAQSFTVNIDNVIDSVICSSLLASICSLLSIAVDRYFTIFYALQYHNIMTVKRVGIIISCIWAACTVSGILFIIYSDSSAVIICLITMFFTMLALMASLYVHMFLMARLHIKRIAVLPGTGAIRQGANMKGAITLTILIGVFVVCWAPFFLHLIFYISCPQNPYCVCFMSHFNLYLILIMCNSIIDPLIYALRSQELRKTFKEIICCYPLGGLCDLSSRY
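Material: human MC4R-expressing U2OS cells. Probe or stimulus: Melanotan II challenge. Dosing: 6.5 µM single dose. Times: 30-min compound, 1-h challenge, 1-h detection, room temperature. Technique: TR-FRET with Eu-cAMP and labeled anti-cAMP, 671 nm. Replication: singlicate.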
NR5A2 inv ag – NR5A2 inverse agonism in reporter assay; HEK293T StAR-luciferase reporter, LRH-1 transfected, 24 h; inhibition, % at 3.6 µM; hit rate 0.13% among 360,000;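 active = inhibition above the mean inhibition of all tested compounds plus 3 SD, cut at about 73% in these data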;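 note: 0% = DMSO wells and 100% = reporter-only cells lacking LRH-1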
MC4R barr agon – agonists of human melanocortin 4 receptor (MC4R) beta-arrestin. P32245. AID 540308. U2OS MC4R beta-arrestin complementation, luminescence; percent of melanotan II response, DMSO zero. hit rate 0.98% among 360,000. activation, % at 8.9 µM;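 active = activation above a per-plate cutoff, the mean activation of sample wells on that plate plus 3 SD, cut at about 8% in these data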
NR2F2 inh – inhibitors of human COUP-TFII (NR2F2); P24468; HEK293T NGFI-A luciferase reporter, luminescence; inhibition, % at 8.6 µM; hit rate 0.7% among 370,000; AID 686940;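 active = inhibition above a per-plate cutoff, mean inhibition of test wells between control levels plus 3 SD, cut at about 38% in these data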;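 note: cells cotransfected with COUP-TFII expression vector driving the NGFI-A reporter; 0% = median of COUP-TF2 test wells and 100% = reporter-only cells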
EBV LMP1 NFkB – reduces LMP1-driven NF-kappaB luciferase signal; inhibition, % at 12.5 µM; hit rate 0.69% among 350,000; LMP1-induced NF-kappaB luciferase reporter cells, luminescence; in the data active = inhibition above about 41%;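 note: 0% = neutral control wells and 100% = reference inhibitor control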
NCOA1 inh – inhibits human SRC1 coactivator | Q15788 | HEK293 GAL4-SRC1 luciferase reporter, luminescence | inhibition, % at 3.6 µM | hit rate 0.12% among 360,000;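 active = inhibition above the campaign mean plus 3 SD, with each screening campaign given its own cutoff, cut at about 60% in these data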;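 note: 0% = DMSO treated cells and 100% = gossypol at 36 µM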
NOD2-RIPK2 inh – NOD2-RIPK2 protein interaction inhibition; inhibition, % at 4.98 µM; AID 624267; CHO BLA complementation NOD2-RIPK2, CCF4 ratio; O43353; hit rate 0.38% among 360,000; in the data active = inhibition above about 21%;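 note: 0% = vehicle only and 100% = reference blocker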
Target sequence (O43353 whole entry, looked up): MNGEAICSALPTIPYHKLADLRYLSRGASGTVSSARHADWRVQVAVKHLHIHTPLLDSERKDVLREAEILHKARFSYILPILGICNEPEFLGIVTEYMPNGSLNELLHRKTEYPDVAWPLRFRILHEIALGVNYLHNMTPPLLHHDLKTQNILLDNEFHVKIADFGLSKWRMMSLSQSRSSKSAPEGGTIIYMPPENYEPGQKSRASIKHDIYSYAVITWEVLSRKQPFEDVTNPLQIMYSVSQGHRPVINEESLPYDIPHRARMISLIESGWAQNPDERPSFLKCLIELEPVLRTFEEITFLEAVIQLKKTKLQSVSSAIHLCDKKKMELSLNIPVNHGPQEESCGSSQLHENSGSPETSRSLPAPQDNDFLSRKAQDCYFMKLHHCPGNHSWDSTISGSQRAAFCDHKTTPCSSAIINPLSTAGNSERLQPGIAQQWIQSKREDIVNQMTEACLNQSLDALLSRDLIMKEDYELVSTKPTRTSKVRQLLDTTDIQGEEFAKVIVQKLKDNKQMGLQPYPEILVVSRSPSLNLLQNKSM
ABHD5-PLIN5 inh – ABHD5-PLIN5 protein interaction inhibition. inhibition, % at 4 µM. AID 602281. hit rate 0.78% among 360,000. Q00G26+Q8WTS1. Split G. princeps luciferase complementation, luminescence, 4 h;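 active = inhibition above the mean inhibition across every tested compound plus 3 SD, cut at about 22% in these data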;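 note: 0% = DMSO only wells and the 100% control is not disclosed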
TLR9-MyD88 block – blocks human TLR9 binding to MyD88. Q9NR96+Q99836. CHO BLA complementation TLR9-MyD88, CCF4 FRET ratio. inhibition, % at 4.98 µM. hit rate 0.21% among 340,000. AID 504734;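 active = inhibition above the mean over all tested compounds plus 3 SD, cut at about 21% in these data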;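 note: 0% = DMSO only wells and 100% = clavulanate BLA inhibitor control wells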
The depositor's hits bear a star; . = not tested or not shown. Not all compounds are listed; rates above refer to the full screens.

structure,EBV LMP1 NFkB,MC4R barr agon,NR5A2 inv ag,NOD2-RIPK2 inh,NCOA1 inh,ABHD5-PLIN5 inh,SRC2 inh,SRC3 inh,MC4R antag cAMP,TLR9-MyD88 block,NR2F2 inh
CN1CCN(C(=O)c2ccc(-c3nn(C)c(=O)c4ccccc34)cc2)CC1,-8,-0.7,7,-17,-4,11,4,-8,1,-1,5
Cc1ccc(NC(=O)CCC(=O)c2cccs2)cc1F,-8,1.4,-16,-14,-5,-7,-7,1,7,0,-22
COc1ccc2ccccc2c1C1CC(=O)N2CN(C)CSC2=C1C#N (stereo unspecified),-6,-0.4,-6,7,5,-19,-25,-11,5,3,-3
CCOc1ccc(N(C(=O)c2snc(C(N)=O)c2N)C(CC)C(=O)NC2CCCC2)cc1 (stereo unspecified),-18,-2.4,-16,-10,-15,-5,4,-25,16,-7,3
CCOC(=O)Cc1c(C)nc2c(-c3ccccc3)c(-c3ccccc3)[nH]n2c1=O,-1,2.4,20,-7,5,12,.,0,-1,3,.
CCOP(=O)(OCC)C(NC(=O)Nc1ccccc1)c1ccccc1 (stereo unspecified),0,-2.6,-3,-5,8,1,12,16,-1,-7,-17
Cc1n[nH]c(=S)n1/N=C/c1ccccc1OCc1ccc(Cl)cc1Cl,5,19*,-31,-8,-4,-1,-7,18,-2,-4,-8
O=C(N[C@@H](Cc1ccc(O)cc1)C(=O)O)C(c1ccccc1)c1ccccc1,0,-0.2,-2,11,7,-1,-12,-4,5,1,3
O=C(O)CSc1nc(-c2ccccc2)cc(=O)[nH]1,-2,-1.8,5,3,2,-4,0,13,2,-2,9
COc1cc(OC)c(C2C(C(=O)Nc3ccccc3)=C(C)Nc3ncnn32)cc1OC (stereo unspecified),-11,-0.4,-11,-12,10,3,-22,-8,-3,6,5

Five successive compounds from above, for reference:
structure,EBV LMP1 NFkB,MC4R barr agon,NR5A2 inv ag,NOD2-RIPK2 inh,NCOA1 inh,ABHD5-PLIN5 inh,SRC2 inh,SRC3 inh,MC4R antag cAMP,TLR9-MyD88 block,NR2F2 inh
CCOP(=O)(OCC)C(NC(=O)Nc1ccccc1)c1ccccc1 (stereo unspecified),0,-2.6,-3,-5,8,1,12,16,-1,-7,-17
Cc1n[nH]c(=S)n1/N=C/c1ccccc1OCc1ccc(Cl)cc1Cl,5,19*,-31,-8,-4,-1,-7,18,-2,-4,-8
O=C(N[C@@H](Cc1ccc(O)cc1)C(=O)O)C(c1ccccc1)c1ccccc1,0,-0.2,-2,11,7,-1,-12,-4,5,1,3
O=C(O)CSc1nc(-c2ccccc2)cc(=O)[nH]1,-2,-1.8,5,3,2,-4,0,13,2,-2,9
COc1cc(OC)c(C2C(C(=O)Nc3ccccc3)=C(C)Nc3ncnn32)cc1OC (stereo unspecified),-11,-0.4,-11,-12,10,3,-22,-8,-3,6,5

Additional entries:
structure,EBV LMP1 NFkB,MC4R barr agon,NR5A2 inv ag,NOD2-RIPK2 inh,NCOA1 inh,ABHD5-PLIN5 inh,SRC2 inh,SRC3 inh,MC4R antag cAMP,TLR9-MyD88 block,NR2F2 inh
Cc1ccc(S(=O)(=O)N2CCCCC2)cc1C(=O)Nc1ccc(N2CCOCC2)cc1,0,0.7,4,2,-3,-6,17,3,1,-1,16
CC(=O)Nc1nc(SCC(=O)NCC2CCCO2)[nH]c(=O)c1NC(=O)c1cccs1 (stereo unspecified),6,3.3,4,2,10,9,-2,11,-9,6,-9
CCn1cc(C(=O)Nc2ccc(OC)c(OC)c2)c2cc(OC)c(OC)cc2c1=O,-1,-0.6,-4,-13,-8,-2,-1,-3,-3,0,-4
Oc1ccc(-c2ccccc2)cc1CN1CCCCCC1,-10,-1.5,12,-4,-22,-5,-18,-14,9,4,15
O=C(CN(c1ccc(Br)cc1)S(=O)(=O)c1ccc(Cl)c([N+](=O)[O-])c1)NCC1CCCO1 (stereo unspecified),7,-2.9,3,7,6,0,-7,21,26,6,-11
CCOC(=O)C1CN(S(=O)(=O)c2ccc(C)cc2)c2ccccc2O1 (stereo unspecified),0,0.3,7,0,-22,9,9,6,3,-7,6
CN(CC(=O)Nc1cccc(F)c1)C(=O)c1ccc(N2C(=O)c3ccccc3C2=O)cc1,4,1.0,4,-12,6,6,-21,-7,5,3,-11
Cc1nc2ccccc2c2nc3ccccc3n12,-25,-0.4,-23,-11,9,-1,-12,-7,-6,-3,-15
Cc1cccc(Nc2ncnc3onc(-c4cccc(Cl)c4)c23)c1,-3,11*,17,-6,-7,-1,10,18,6,-7,-3
Cc1ccc(NS(=O)(=O)c2ccc(NC(=O)C3CCCO3)cc2)cc1 (stereo unspecified),-1,0.4,13,-3,-19,-3,-4,-2,11,-2,4
COc1ccc(CC2(CO)CCN(Cc3cnn(-c4ccccc4)c3)CC2)cc1,6,0.3,10,2,5,9,19,8,4,13,-1
COc1cccc(C(O)c2nc(-c3ccccc3)cs2)c1 (stereo unspecified),.,-1.3,-13,-3,-24,9,-22,-13,-1,.,-2
O=C(N/N=C/c1ccc(F)cc1)c1cc[n+]([O-])cc1,8,-0.1,5,-3,-36,-9,-17,15,-6,0,-11
Cc1csc(/C(C#N)=N/O)n1,1,0.4,1,0,-10,0,-5,12,10,3,-11
COc1ccc(-n2c(-c3ccc(Br)cc3)nc(=S)c3c2CCCC3)cc1,27,1.5,-16,-4,12,-2,-15,10,17,-5,1
O=C(Nc1ccccc1F)NC1CCCc2ccccc21 (stereo unspecified),-3,-1.2,-1,-8,8,6,1,2,11,-1,-1
C/C(=N\NC(=O)c1cnccn1)c1ccc([N+](=O)[O-])cc1,-8,0.2,-18,6,-27,-5,-31,-30,-3,3,-13
COc1ccccc1/C=C/CN1CCN(Cc2ccc(C)o2)C(CCO)C1 (stereo unspecified),-3,-2.2,-7,-6,1,2,-13,10,2,-1,2
O=C(C=C1SCCS1)/C=C/c1ccco1,86*,-2.5,-171,2,-133,31*,-158,-93,1,4,-29
Cc1cc([N+](=O)[O-])nn1CC(=O)Nc1nccs1,1,-3.3,-22,-12,-20,1,6,-4,1,-5,9
Cc1ccc2[nH]c(=O)c(CN(Cc3ccc4c(c3)OCO4)Cc3nnnn3C3CCCC3)cc2c1,10,0.0,2,5,-14,5,-31,-5,8,-5,7
COC(=O)C1=C(N)Oc2cc(C)n(CCCn3ccnc3)c(=O)c2C1c1ccc(Cl)cc1 (stereo unspecified),3,-1.1,9,-3,2,7,-17,20,-1,12,-1
O=C(NCCOc1nc(N2CCOCC2)nc(N2CCOCC2)n1)Nc1ccc(Cl)cc1,-3,-2.0,3,4,-2,-2,0,-33,4,6,4
C=C1CCN([C@@H](CC(C)C)C(=O)NCc2ccc(Cl)c(Cl)c2)S(=O)(=O)c2ccccc21,-4,-0.2,4,6,-26,-14,8,0,0,6,3
CC(C)(C)C(=O)Nc1cccc(OC(F)(F)C(F)Cl)c1 (stereo unspecified),-12,-2.4,-8,-5,-19,1,1,7,-5,-2,-24
CC(=O)c1nn(-c2ccc(Cl)cc2)cc1C(=O)c1ccc(C)cc1,.,21*,1,1,0,-8,2,-1,2,.,15
CCCN1Cc2cccc(C(=O)NC(CC(=O)OCC)c3ccc(OC(C)C)cc3)c2C1=O (stereo unspecified),5,-0.2,4,-3,-27,-5,18,-1,6,1,-3
O=C(COc1ccc(Br)cc1CO)Nc1ccc(S(=O)(=O)N2CCCCC2)cc1,8,0.7,-4,0,-2,-9,24,5,12,-1,11
COc1cc(CN2CCC(C(=O)N3CCCC(C)C3)CC2)cc(Br)c1O (stereo unspecified),1,-2.5,-4,-9,-1,-6,-25,-3,4,7,-6
Cc1cc(NC(=S)N(Cc2ccc(Cl)cc2)Cc2ccc(C(=O)O)cc2)ccc1Cl,2,-2.6,-14,2,-17,-2,-2,7,18,1,-5
O=C(Nc1ccc(C(=O)O)cc1)/C(=C\c1ccccc1)NC(=O)c1ccccc1,5,-2.7,6,-10,-8,7,-40,-25,14,-5,-7
N#CC(c1ccc(Cl)cc1)c1ccc2c(C(F)(F)F)cc(C(F)(F)F)nc2n1 (stereo unspecified),52*,-3.5,-2,-2,66*,-2,11,76*,-5,5,58*
